NOD2-RIPK2 inh – NOD2-RIPK2 protein interaction inhibition; inhibition, % at 4.98 µM; O43353; 360,000 compounds, 0.38% hits; CHO BLA complementation NOD2-RIPK2, CCF4 ratio; in the data active = inhibition above about 21%;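 also: 0% = vehicle only and 100% = reference blocker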
Target sequence (O43353 whole entry, looked up): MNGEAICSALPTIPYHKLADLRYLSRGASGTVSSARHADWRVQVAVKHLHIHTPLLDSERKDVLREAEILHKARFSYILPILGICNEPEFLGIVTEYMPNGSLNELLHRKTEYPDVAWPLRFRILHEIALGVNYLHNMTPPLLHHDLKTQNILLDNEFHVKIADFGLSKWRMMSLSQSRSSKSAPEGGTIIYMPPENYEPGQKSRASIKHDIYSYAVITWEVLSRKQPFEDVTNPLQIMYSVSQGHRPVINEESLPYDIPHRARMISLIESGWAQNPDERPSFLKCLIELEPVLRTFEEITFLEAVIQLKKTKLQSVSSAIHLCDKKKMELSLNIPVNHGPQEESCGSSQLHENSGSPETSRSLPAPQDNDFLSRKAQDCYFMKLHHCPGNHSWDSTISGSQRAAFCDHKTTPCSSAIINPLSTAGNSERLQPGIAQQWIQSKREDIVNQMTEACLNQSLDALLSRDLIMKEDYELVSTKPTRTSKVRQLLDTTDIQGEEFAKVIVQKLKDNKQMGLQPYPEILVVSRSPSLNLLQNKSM
SRC3 inh – inhibits human SRC3 coactivator | Q9Y6Q9 | inhibition, % at 3.6 µM | 360,000 compounds, 0.17% hits | HEK293 GAL4-SRC3 luciferase reporter, luminescence;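 active = inhibition above a per-campaign cutoff, the mean of all compounds plus 3 SD, cut at about 60% in these data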;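 also: 0% = DMSO-treated cells and 100% = gossypol-treated cells at 36 µM; higher means less SRC3-driven luciferase light from the GAL4 reporter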
TWEAK Fn14 block – blocks TWEAK-Fn14 interaction in a reporter cell assay; AID 1159606; inhibition, % at 10 µM; TWEAK-stimulated Fn14 reporter cells, luciferase luminescence, 8 h; 360,000 compounds, 2% hits; in the data active = inhibition above about 50%
TLR9-MyD88 block – blocks human TLR9 binding to MyD88; Q9NR96+Q99836; CHO BLA complementation TLR9-MyD88, CCF4 FRET ratio; inhibition, % at 4.98 µM; 340,000 compounds, 0.21% hits;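 active = inhibition above the mean over all tested compounds plus 3 SD, cut at about 21% in these data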;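 also: 0% = DMSO only wells and 100% = clavulanate BLA inhibitor control wells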
SRC1 inh – inhibits human SRC1 coactivator. 360,000 compounds, 0.12% hits. HEK293 GAL4-SRC1 luciferase reporter, luminescence. Q15788. inhibition, % at 3.6 µM;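 active = inhibition above the campaign mean plus 3 SD, with each screening campaign given its own cutoff, cut at about 60% in these data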;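 also: 0% = DMSO treated cells and 100% = gossypol at 36 µM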
TROY NFkB inh – inhibitors of TROY-dependent NF-kB signaling; Q293 LMP1-TROYcd NF-kB luciferase reporter, 4 h; inhibition, % at 10 µM; 360,000 compounds, 0.98% hits; AID 1347056;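 active = compounds whose plate-normalised and pattern-corrected inhibition of the luciferase reporter signal at the single screening dose is 50% or more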
EBV LMP1 NFkB – inhibitors of Epstein-Barr LMP1-induced NF-kappaB reporter; LMP1-induced NF-kappaB luciferase reporter cells, luminescence; 350,000 compounds, 0.69% hits; AID 504558; inhibition, % at 12.5 µM; in the data active = inhibition above about 41%;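 also: 0% = neutral control wells and 100% = reference inhibitor control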
NCOA2 inhibitor – human SRC2 (NCOA2) inhibition | Q15596 | HEK293 GAL4-SRC2 luciferase reporter, luminescence | inhibition, % at 9 µM | 370,000 compounds, 0.17% hits | AID 651957;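 active = inhibition above the mean inhibition of all tested compounds plus 3 SD, set per campaign, cut at about 52% in these data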;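 also: 0% = DMSO treated cells and 100% = cells given Gossypol at 36 µM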
C8 TRAIL sens – caspase-8 TRAIL sensitization; 360,000 compounds, 1% hits; AID 624354; NB7+C8 cells + TRAIL, ATPlite viability luminescence; inhibition (viability loss, TRAIL sensitization), % at 10 µM;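 active = compounds causing at least 50% loss of cell viability in the single-dose screen, relative to plate controls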
NR2F2 inh – blocks human COUP-TFII nuclear receptor. inhibition, % at 8.6 µM. P24468. HEK293T NGFI-A luciferase reporter, luminescence. 370,000 compounds, 0.7% hits;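 active = inhibition above a per-plate cutoff, mean inhibition of test wells between control levels plus 3 SD, cut at about 38% in these data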;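 also: cells cotransfected with COUP-TFII expression vector driving the NGFI-A reporter; 0% = median of COUP-TF2 test wells and 100% = reporter-only cells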
Target sequence (P24468 whole entry, looked up): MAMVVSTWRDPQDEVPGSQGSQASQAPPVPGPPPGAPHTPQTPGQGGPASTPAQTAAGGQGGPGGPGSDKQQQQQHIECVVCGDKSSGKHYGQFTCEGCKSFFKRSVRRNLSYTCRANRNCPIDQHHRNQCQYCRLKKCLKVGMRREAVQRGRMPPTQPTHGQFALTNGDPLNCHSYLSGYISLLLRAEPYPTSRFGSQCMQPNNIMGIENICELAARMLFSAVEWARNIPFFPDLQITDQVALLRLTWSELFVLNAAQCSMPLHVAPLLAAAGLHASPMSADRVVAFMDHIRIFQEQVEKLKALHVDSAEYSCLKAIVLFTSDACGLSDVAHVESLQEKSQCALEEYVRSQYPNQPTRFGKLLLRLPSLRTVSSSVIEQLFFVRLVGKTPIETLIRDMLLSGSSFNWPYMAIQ
NR5A2 inv ag – inverse agonists of human LRH-1 (NR5A2); 360,000 compounds, 0.13% hits; HEK293T StAR-luciferase reporter, LRH-1 transfected, 24 h; O00482; inhibition, % at 3.6 µM; AID 602396;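 active = inhibition above the mean inhibition of all tested compounds plus 3 SD, cut at about 73% in these data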;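 also: 0% = DMSO wells and 100% = reporter-only cells lacking LRH-1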
Numbers without * were called inactive.

SMILES	NOD2-RIPK2 inh	SRC3 inh	TWEAK Fn14 block	TLR9-MyD88 block	SRC1 inh	TROY NFkB inh	EBV LMP1 NFkB	NCOA2 inhibitor	C8 TRAIL sens	NR2F2 inh	NR5A2 inv ag
COc1ccc(OC)c(NC(=O)CSc2nn3c(=O)c(C)nnc3s2)c1	3	-10	-2	-1	-2	-4	4	0	5	7	28
CCOC(=O)/C(=N\Nc1ccccc1[N+](=O)[O-])c1csc(N)n1	-5	11	21	5	19	12	-20	15	-1	6	2
C/C(=N/NC(=O)c1ccc(C)s1)c1cccc(NC(=O)c2ccoc2C)c1	-17	-14	-23	-3	-11	-9	1	-23	1	-26	-19
Cc1cc2c(=O)n(CC(=O)N3CCN(c4ccc(F)cc4)CC3)cnc2s1	-6	5	13	3	-10	4	2	-14	-10	-12	0
Cc1csc(CNc2ncnc3ccc(-c4cccc(Cl)c4)cc23)c1	2	9	-2	-1	7	20	4	1	10	2	-3
CCOc1ccc(S(=O)(=O)NCCN2CCOCC2)c2ccccc12	-3	21	-2	-3	-15	2	-12	3	-1	6	7
COc1cc(C(=O)NCCN2C(=O)S/C(=C\c3cccs3)C2=O)cc(OC)c1OC	-13	-23	7	-2	-1	-1	-21	-3	-2	-12	-22
CC(C)C(NS(=O)(=O)c1cccc(C(F)(F)F)c1)C(=O)O (stereo not drawn)	6	4	-12	5	7	-2	-3	1	-1	-2	-17
CC(C)CN(Cc1c(O)ccc2ccccc12)CC(C)C	3	-6	-16	-2	3	23	21	-4	-8	11	23
CCNc1nc(NCC)n2c(SCC(=O)Nc3ccc(C(F)(F)F)cc3[N+](=O)[O-])nnc2n1	-3	10	-5	1	6	-1	1	2	-10	11	-9
CCCC(=O)N1CCN(c2ccc(NC(=O)c3ccc4c(c3)OCCO4)cc2)CC1	2	18	12	-4	16	6	24	-9	-14	4	5
COc1cc(OC)c(C2Oc3nc(SC)nnc3-c3ccccc3N2C(C)=O)cc1OC (stereo not drawn)	-9	17	14	7	-1	5	8	8	-6	-1	9
CCN(CC)Cc1cc(C(C)(C)C)cc(N2CCOCC2)c1O	-15	-17	-19	9	-10	-8	4	-9	-12	20	0
Cc1ccc(/C=N/NC(=O)Cc2ccc(O)cc2)s1	-8	-6	-9	6	-31	-23	-12	-57	3	-26	-11
COC(=O)[C@]1(C)N[C@H](CN(C)C(=O)Nc2ccc(Cl)cc2)[C@@H]2C(=O)N(C)C(=O)[C@@H]21	-6	-29	2	-2	-13	-24	-2	-1	-2	-5	-13
CCCSc1nc(SCC(=O)NCc2ccccc2)c2c3c(sc2n1)COC(C)(C)C3	-9	0	-28	7	-30	-4	2	-21	-19	18	-6
O=c1[nH]c(/C=C/c2ccc(OC(F)F)cc2)nc2c1cnn2-c1ccccc1	0	4	-6	5	-24	0	-18	22	-2	-17	-42
Cc1cccc(C)c1NC(=O)CNC(=O)c1ccc(COc2ccccc2)cc1	3	6	-8	-15	-17	-8	-8	-8	-10	13	3
NC(=O)CCCC1=NS(=O)(=O)c2ccccc2N1	8	-5	1	1	6	15	-32	-15	-8	-10	10
Cc1ccc(S(=O)(=O)N2CCN(C(=O)COC(=O)COc3ccccc3)CC2)cc1	-18	-1	1	1	9	5	0	-14	-5	15	7
CCCOc1ccccc1N/C(=N\S(=O)(=O)c1ccc(C)cc1)Nc1nc(C)cc(C)n1	1	4	1	-3	-20	8	4	4	0	0	-14
O=C(Nc1nc2ccc(S(=O)(=O)N3CCCC3)cc2s1)c1ccccn1	3	-25	-10	-2	-24	-58	-1	-3	17	-7	-10
O=C(COc1ccc2ccccc2c1)Nc1nc2ccccc2[nH]1	-1	-15	-9	2	-1	-8	9	8	0	-7	7
COc1ccc(Nc2nc(-c3cccc(OC)c3O)nc3ccccc23)cc1	0	-20	17	4	-40	-5	-6	-6	-6	-3	-13
COc1ccc(CCNc2ccc(S(=O)(=O)N3CCCC3)cc2[N+](=O)[O-])cc1	18	18	28	-18	2	26	3	-36	12	-6	-6

As a working copy, some entries already given.
SMILES	NOD2-RIPK2 inh	SRC3 inh	TWEAK Fn14 block	TLR9-MyD88 block	SRC1 inh	TROY NFkB inh	EBV LMP1 NFkB	NCOA2 inhibitor	C8 TRAIL sens	NR2F2 inh	NR5A2 inv ag
COc1ccc(OC)c(NC(=O)CSc2nn3c(=O)c(C)nnc3s2)c1	3	-10	-2	-1	-2	-4	4	0	5	7	28
CCOC(=O)/C(=N\Nc1ccccc1[N+](=O)[O-])c1csc(N)n1	-5	11	21	5	19	12	-20	15	-1	6	2
C/C(=N/NC(=O)c1ccc(C)s1)c1cccc(NC(=O)c2ccoc2C)c1	-17	-14	-23	-3	-11	-9	1	-23	1	-26	-19
Cc1cc2c(=O)n(CC(=O)N3CCN(c4ccc(F)cc4)CC3)cnc2s1	-6	5	13	3	-10	4	2	-14	-10	-12	0
Cc1csc(CNc2ncnc3ccc(-c4cccc(Cl)c4)cc23)c1	2	9	-2	-1	7	20	4	1	10	2	-3
CCOc1ccc(S(=O)(=O)NCCN2CCOCC2)c2ccccc12	-3	21	-2	-3	-15	2	-12	3	-1	6	7
COc1cc(C(=O)NCCN2C(=O)S/C(=C\c3cccs3)C2=O)cc(OC)c1OC	-13	-23	7	-2	-1	-1	-21	-3	-2	-12	-22
CC(C)C(NS(=O)(=O)c1cccc(C(F)(F)F)c1)C(=O)O (stereo not drawn)	6	4	-12	5	7	-2	-3	1	-1	-2	-17
CC(C)CN(Cc1c(O)ccc2ccccc12)CC(C)C	3	-6	-16	-2	3	23	21	-4	-8	11	23
CCNc1nc(NCC)n2c(SCC(=O)Nc3ccc(C(F)(F)F)cc3[N+](=O)[O-])nnc2n1	-3	10	-5	1	6	-1	1	2	-10	11	-9
CCCC(=O)N1CCN(c2ccc(NC(=O)c3ccc4c(c3)OCCO4)cc2)CC1	2	18	12	-4	16	6	24	-9	-14	4	5
COc1cc(OC)c(C2Oc3nc(SC)nnc3-c3ccccc3N2C(C)=O)cc1OC (stereo not drawn)	-9	17	14	7	-1	5	8	8	-6	-1	9

Additional records follow.
SMILES	NOD2-RIPK2 inh	SRC3 inh	TWEAK Fn14 block	TLR9-MyD88 block	SRC1 inh	TROY NFkB inh	EBV LMP1 NFkB	NCOA2 inhibitor	C8 TRAIL sens	NR2F2 inh	NR5A2 inv ag
O=C(Nc1ccccn1)c1cc(-c2cccc(Cl)c2)nc2ccccc12	2	11	20	-4	-3	15	-2	12	-9	9	-12
CC(c1ccco1)N(C(=O)c1ccc(Cl)c([N+](=O)[O-])c1)c1ccccn1 (stereo not drawn)	-7	19	-5	-6	11	-31	-1	12	-13	12	-16
COc1ccc(-c2noc(CN(C)C(=O)c3ccc4c(c3)OCO4)n2)cc1	-7	-16	-13	1	18	-5	4	2	-7	16	6
O=C(NCCO)Nc1ccc2nsnc2c1	-8	12	-3	6	15	-8	12	7	-7	-4	21
O=C(c1cc(-c2ccc(O)cc2)on1)N1CCCc2ccccc21	-1	-22	29	2	-29	-28	84*	-32	27	-23	-17
Cc1cc[n+](CC(=O)Nc2cccc(C)c2)cc1	4	-16	-6	-1	27	-1	1	-8	-21	-3	-5
CCc1nc2ccc(C(=O)NC3CCC(C)CC3)cc2nc1CC (stereo not drawn)	-5	8	-13	17	-8	-39	-1	8	4	-7	-10
COc1ccccc1C(=O)NCCC(=O)NNC(=O)c1ccccc1O	1	-5	0	3	-7	-5	-2	11	20	-16	2
O=C(/C=C/c1ccc(Cl)cc1)Nc1cc(S(=O)(=O)N2CCOCC2)ccc1N1CCOCC1	-2	4	-25	-4	9	15	-2	-2	4	-3	0
O=C1CNC(=S)N1Cc1ccccc1	6	18	14	3	5	-1	1	-29	-3	-16	-5
O=C(CSc1nnc(SCc2ccccc2)s1)N/N=C/C=C/c1ccco1	14	8	6	-5	-6	-12	-10	-62	-4	0	-23
COc1ccccc1CCNCc1ccc(OC)c(OCc2ccccc2)c1	1	28	-8	-8	2	12	4	17	6	6	23
O=C(O)C1(O)C[C@@H](O)C(O)[C@H](O)C1 (stereo partly drawn)	-8	6	-2	-9	-7	-21	-13	-28	0	9	-8
Cc1c(C(=O)O)sc(S(=O)(=O)N2CCN(C(=O)Cc3ccc(F)cc3)CC2)c1C(=O)O	-5	1	12	-7	-11	5	4	2	-15	-42	12
Cc1ccc(C(=O)NCc2occc2C(=O)O)o1	-12	10	3	8	-100	-2	2	7	-5	4	8
CC(C)Cc1nn2c(=O)cc(O)nc2s1	-2	-8	-9	-15	-5	6	-2	13	2	-4	-1
O=S(=O)(c1cccc(C(F)(F)F)c1)N1CCN(CC(O)COCc2ccccc2)CC1 (stereo not drawn)	-6	2	9	12	1	-1	0	-16	1	4	-2
CCCCOc1ccc2c(c1)C(=O)c1cc(O)ccc1-2	-3	-94	-4	17	-72	-63	-28	-73	-3	-34	-110
Cc1cc(C)c(OCC(O)CN2CCN(C(=O)c3ccccc3)CC2)c(C)c1 (stereo not drawn)	4	-3	-24	-4	-11	-1	0	-12	-17	1	3
COc1cc(C(=O)Oc2ccccc2)ccc1OCc1c(C)noc1C	-9	-10	-3	1	-43	-6	-1	-9	-2	7	10
COc1ccc(CNC(C)C23CC4CC(CC(C4)C2)C3)c(OC)c1OC (stereo not drawn)	-6	13	-3	-6	20	7	3	-8	-2	11	21
CCCCCC(=O)Nc1ccc(-c2csc(N)n2)cc1	-9	-11	-11	-12	-43	0	-13	-27	2	-3	-31
O=C(COC(=O)CCSc1ccc(Cl)cc1)NCc1ccc(Cl)cc1	3	9	-11	0	-2	-1	5	-19	-1	-16	4
CCC(C)(CC(=O)N(C)CCC#N)c1ccccc1 (stereo not drawn)	3	4	0	8	-8	-1	3	-49	-2	4	-3
CCOc1ccc(NC(=O)C2CCCN(S(=O)(=O)c3c(C)nn(C)c3C)C2)cc1 (stereo not drawn)	-1	22	-8	-11	1	-14	3	2	-16	2	4
CC(=O)c1ccc(OCCCC(=O)Nc2ccc(Cl)c(S(=O)(=O)N3CCOCC3)c2)cc1	-5	-18	13	8	20	14	23	19	8	70*	35
CC(=O)N(CN1C(=O)c2ccc([N+](=O)[O-])cc2C1=O)c1cccc(C(=O)O)c1	2	2	-5	-2	0	-10	6	-15	-4	4	-12
O=C(CSc1nnc(CNc2ccc(F)cc2)n1Cc1ccco1)N1CCCC1	-7	4	-9	-1	1	2	0	9	5	17	-1
O=C(NC1CC1)C1=C[C@@H](c2ccc3c(c2)OCO3)C[C@@H](OCCCCO)O1	0	8	2	-7	-6	-13	2	8	-6	-8	-20

Pulled by structure from the list above, 2 records:
SMILES	NOD2-RIPK2 inh	SRC3 inh	TWEAK Fn14 block	TLR9-MyD88 block	SRC1 inh	TROY NFkB inh	EBV LMP1 NFkB	NCOA2 inhibitor	C8 TRAIL sens	NR2F2 inh	NR5A2 inv ag
Cc1cc2c(=O)n(CC(=O)N3CCN(c4ccc(F)cc4)CC3)cnc2s1	-6	5	13	3	-10	4	2	-14	-10	-12	0
O=C(NC1CC1)C1=C[C@@H](c2ccc3c(c2)OCO3)C[C@@H](OCCCCO)O1	0	8	2	-7	-6	-13	2	8	-6	-8	-20

This is a subset. The share of hits here may be higher or lower than overall.
